# Compound activity from PubChem BioAssay.
# RXFP1 agonist = agonists of human relaxin receptor RXFP1; 370,000 tested, 0.3% active; Q9HBX9; HEK293T-RXFP1 cAMP TR-FRET, 30 min; response scale: percent of porcine relaxin response, buffer zero; Potency, µM (top dose mostly 57.5 µM), for the others: top-dose activation, actives largely listed as activators; also: % is scaled to controls: 0 for no effect and ±100 for the full control effect; nearly all actives have a fitted effect of over 60% in size; many of its hits are not listed in these tables
#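 HEK293 cells stably expressing RXFP1, treated 30 min at 37C with compounds plus PDE4 inhibitor Ro 20174; cAMP measured by HTRF TR-FRET. Normalized to buffer and 29 nM porcine relaxin; EC50 by Hill fit.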
# rTrxR1 inhibitor = blocks rat thioredoxin reductase 1 | O89049 | recombinant rTrxR1, NADPH fluorescence consumption, selenite substrate | Potency, µM (titrated, usually from 114 µM), for inactives: at the top dose activity change, negative = inhibition, actives largely listed as inhibitors | 390,000 tested, 1% active; also: % is scaled to controls: 0 for no effect and ±100 for the full control effect; nearly all actives have a fitted effect of over 65% in size
# Target sequence (O89049 whole entry, looked up): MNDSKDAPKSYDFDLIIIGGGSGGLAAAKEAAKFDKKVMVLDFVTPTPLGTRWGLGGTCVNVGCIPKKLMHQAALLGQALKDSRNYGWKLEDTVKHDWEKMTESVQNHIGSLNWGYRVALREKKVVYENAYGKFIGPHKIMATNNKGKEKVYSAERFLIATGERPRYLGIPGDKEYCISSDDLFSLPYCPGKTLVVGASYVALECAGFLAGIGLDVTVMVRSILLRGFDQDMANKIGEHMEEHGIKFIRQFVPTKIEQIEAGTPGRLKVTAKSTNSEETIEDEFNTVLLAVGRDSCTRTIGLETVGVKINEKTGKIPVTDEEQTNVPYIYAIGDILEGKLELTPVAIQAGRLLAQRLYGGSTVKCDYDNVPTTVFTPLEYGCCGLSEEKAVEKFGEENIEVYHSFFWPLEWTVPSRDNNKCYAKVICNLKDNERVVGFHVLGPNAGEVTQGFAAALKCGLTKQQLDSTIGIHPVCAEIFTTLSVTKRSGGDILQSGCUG
#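 Rat TrxR1 (90 nM in the dispensed reagent) was pre-reduced with 400 uM NADPH for 5 min at room temperature, then incubated with compound for 15 min. After 400 uM selenite was added, NADPH fluorescence (Ex 340/Em 450 nm) was followed for 8 min.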
# TrxR1 substrate = is turned over as a substrate by rat TrxR1; O89049; purified TrxR1 substrate turnover, NADPH consumption readout; Potency, µM (series often up to 114 µM), without a hit: at the highest dose activity change, negative = substrate turnover; 390,000 tested, 0.01% active; AID 588456; also: % is scaled to controls: 0 for no effect and ±100 for the full control effect; nearly all actives have a fitted effect of over 50% in size
#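 Rat TrxR1, dispensed at 90 nM, was prereduced with 400 uM NADPH (final) for 5 min at ~22 deg C, then incubated with compound 15 min before 400 uM selenite. A first-read NADPH fluorescence drop versus no-compound background flagged substrates.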
# ALOX12 inh = blocks human arachidonate 12S-lipoxygenase | P18054 | purified 12hLO, xylenol orange hydroperoxide absorbance | Potency, µM (series often up to 108 µM), without a hit: top-dose activity change, negative = inhibition, actives largely listed as inhibitors | 580,000 tested, 1.1% active | AID 1671190; also: % is scaled to controls: 0 for no effect and ±100 for the full control effect
#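 Purified human 12hLO (150 nM final) in 25 mM Hepes, 0.01% Triton X-100, pH 7.0 was preincubated 15 min at room temperature with compound. Then 40 uM arachidonic acid was added, 30 min. Hydroperoxide was read by Fe-XO absorbance ratio 573/405 nm.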
# RGS4 inh = human RGS4 inhibition; AID 504845; Potency, µM (doses to about 114 µM), for inactives: at the top dose activity change, negative = inhibition, actives largely listed as inhibitors; P49798; 390,000 tested, 0.039% active; Transcreener GDP fluorescence polarization, RGS4-accelerated GTP hydrolysis; also: % is scaled to controls: 0 for no effect and ±100 for the full control effect; nearly all actives have a fitted effect of over 75% in size; some results filed as inactive show a strong effect at the top dose
# Target sequence (P49798 whole entry, looked up): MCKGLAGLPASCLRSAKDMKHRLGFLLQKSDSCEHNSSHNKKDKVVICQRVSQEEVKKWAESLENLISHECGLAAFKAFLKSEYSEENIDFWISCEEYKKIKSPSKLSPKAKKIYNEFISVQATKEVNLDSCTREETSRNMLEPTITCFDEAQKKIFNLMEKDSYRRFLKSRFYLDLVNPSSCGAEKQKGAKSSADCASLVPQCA
#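 MLSMR compounds (23 nl, pin-transferred) preincubated 10 min at room temperature with a 500nM (2x) first reagent, then RGS4 at 900nM (2x) plus Transcreener GDP mix added; fluorescence polarization (620/688 nm) read before and after 90 min at 30 °C.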
# Vif-APOBEC3F blk = inhibitors of Vif-A3F interaction; HeLa A3F-eYFP + Vif (tagged APOBEC3F with the HIV-1 protein that degrades it), YFP fluorescence increase; Potency, µM (titrated, usually from 46.1 µM), without a hit: top-dose activity, negative = active; 390,000 tested, 0.2% active; also: % of control where 0% means no effect; nearly all actives have a fitted effect of over 65% in size
#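 HeLa cells stably expressing Vif plus C-terminally eYFP-tagged A3F were seeded, incubated overnight at 37 deg C, dosed with compound, incubated overnight again at 37 deg C. Yellow fluorescence (Ex 488/Em 500-530) reported blocked Vif-mediated A3F-eYFP degradation.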
# Vif-APOBEC3G blk = blocks the Vif interaction with human APOBEC3G; 410,000 tested, 0.076% active; HeLa A3G-eYFP + Vif (tagged APOBEC3G with the HIV-1 protein that degrades it), YFP fluorescence, overnight; Potency, µM (top dose mostly 46.1 µM), for inactives: at the top dose activity, negative = active, most hits filed as inhibitors; Q9HC16;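 also: % is scaled to controls: 0 for no effect and ±100 for the full control effect; nearly all actives have a fitted effect of over 60% in size; hits raise eYFP signal because A3G escapes Vif-driven loss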
#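 HeLa cells stably expressing Vif and C-terminally eYFP-tagged A3G, seeded overnight at 37 deg C, then exposed to compound by pintool overnight at 37 deg C. Rise in yellow fluorescence (Ex 488/Em 500-530, Acumen) marks blocked Vif-driven A3G degradation.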
# USP1 inh = blocks the human USP1/UAF1 deubiquitinase complex | O94782 | recombinant USP1/UAF1, Ub-Rhodamine cleavage fluorescence | Potency, µM (series often up to 57.1 µM), for inactives: top-dose activity change, negative = inhibition, hits mostly inhibitors | 390,000 tested, 0.23% active | AID 743255; also: % is scaled to controls: 0 for no effect and ±100 for the full control effect; nearly all actives have a fitted effect of over 60% in size; inactives centre near -12
#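 Step one: compound is pinned into 1nM USP1/UAF1 in HEPES pH 7.8 buffer with TCEP. Step two: 15 min room-temperature incubation. Step three: Ub-Rho (150nM final) starts cleavage, tracked by fluorescence over six one-minute reads.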
# mIDH1 inhibitor = blocks human mutant IDH1 R132H enzyme; IDH1-R132H enzyme, NADPH consumption, diaphorase/resazurin fluorescence; Potency, µM (top dose mostly 76.6 µM), without a hit: at the highest dose activity change, negative = inhibition, actives largely listed as inhibitors; 390,000 tested, 0.093% active; AID 602179; also: % is scaled to controls: 0 for no effect and ±100 for the full control effect; nearly all actives have a fitted effect of over 65% in size
# Target sequence (O75874 whole entry R132H, stated change not applied): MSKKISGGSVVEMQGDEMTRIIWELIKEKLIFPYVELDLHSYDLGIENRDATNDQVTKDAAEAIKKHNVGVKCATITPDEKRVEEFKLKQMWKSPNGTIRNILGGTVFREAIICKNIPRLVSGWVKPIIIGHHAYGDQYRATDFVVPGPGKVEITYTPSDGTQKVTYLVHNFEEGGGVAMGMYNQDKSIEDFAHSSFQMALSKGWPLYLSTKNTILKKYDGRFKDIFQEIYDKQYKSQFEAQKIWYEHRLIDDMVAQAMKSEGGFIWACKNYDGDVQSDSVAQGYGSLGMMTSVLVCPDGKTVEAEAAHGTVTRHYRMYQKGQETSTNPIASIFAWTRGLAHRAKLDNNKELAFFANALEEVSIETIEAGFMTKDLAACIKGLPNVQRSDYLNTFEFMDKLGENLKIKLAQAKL
#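 IDH1-R132H (0.5 ug/mL) preincubated 30 min with compound, then NADPH (0.016 mM) and alpha-KG (2 mM) added; 80 min at RT, pH 7.5. Remaining NADPH coupled via diaphorase/resazurin to fluorescence (540/590 nm); concentration-response curves normalized to no-enzyme control.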
# Starred values were filed as active, the others as inactive; ? = inconclusive; . = no result given; & = joins results of further samples; [ ] = dose if it differs, or a comment. Calls follow the shape of the dose curve; as a rule, active = well fitted curve in the direction sought with a large enough effect; inconclusive = small, poorly fitted or top-dose-only effect, or another doubt; inactive = no such curve, though single readings can be large; an effect the other way counts as inactive or inconclusive. Potency is read from the fitted curve at half-maximal effect. Only part of the results is shown, so the mix of outcomes need not match the whole.
Structure	RXFP1 agonist	rTrxR1 inhibitor	TrxR1 substrate	ALOX12 inh	RGS4 inh	Vif-APOBEC3F blk	Vif-APOBEC3G blk	USP1 inh	mIDH1 inhibitor
COc1cccc(C2=NOC(C(=O)Nc3cccnc3Cl)C2)c1 (stereo not drawn)	2.4%	15%	-4%	4%	-17%	-7%	1%	-11%	-5%
O=C(O)c1cccc(Br)c1	.	-17%	4%	?	-4%	5%	-1%	1%	17%
COC(=O)c1ccc([C@@H]2C[C@H]3CN(Cc4cccnc4)C(=O)[C@]34CCCN24)cc1	0.2%	-39%	8%[57.1 µM]	2%	-5%	-15%	-6%	-1%	-2%
CC(=O)Nc1ccc(S(=O)(=O)Oc2ccc(C=O)cc2)cc1	-0.2%	-5%	-9%	-29%	31%	-6%	1%	-1%	4%
CCOC(=O)CSc1nc2ccc(NC(=O)COc3ccc(F)cc3)cc2s1	24%	20%	1%	-5%	-8%	-8%	1%	-29%	7%
Cc1ccc(NC(=O)N2CCSc3ccccc32)cc1	0.4%	5%[57.1 µM]	0%[57.1 µM]	12%	6%	-11%	0%	-9%	6%
COC(=O)C1=C(C)N(C)C(=O)/C1=C\c1cccs1	-5.5%	?	-10%	-22%	-1%	-10%	-5%	1%	2%
Cc1cccc(C(=O)Nc2ccc(C(=O)N/N=C/c3ccco3)cc2)c1	.	?	-6%	-3%	-48%	8%	0%	-3%	-10%
Cc1ccc(C(=O)C=CC=Cc2ccccc2)cc1	.	.	.	-23%	.	-1%	-3%	-3%	4%
COc1cc(Cl)ccc1OCc1cc(C(=O)N2CCCCC2c2cccnc2)no1 (stereo not drawn)	-1.2%	22%	7%	4%	5%	10%	-1%	-21%	2%
CCOc1ccc(NC(=O)CN2CCN(CC(=O)Nc3cccc(F)c3)CC2)cc1	1.0%	-16%	-3%[57.1 µM]	-16%	5%	0%	-1%	-4%	2%
CC(=NNC(=O)c1ccncc1)c1ccc(Cl)cc1Cl	.	10%[57.1 µM]	8%[57.1 µM]	-13%	13%	5%	0%	-11%	-7%
COc1ccc(N2CCN(C(=O)CSc3nnc(Cn4nnc5ccccc54)n3C)CC2)cc1	2.1%	5%	10%	21%	-5%	-4%	0%	-3%	0%
CCCCN1C(=O)C(NC(=O)c2cccnc2)(C(F)(F)F)C2=C1CC(C)(C)CC2=O (stereo not drawn)	0.8%	11%	2%	-6%	-11%	0%	-2%	-26%	1%
CCOc1ccccc1Nc1ccc(C(=O)O)cc1NC(C)=O	0.3%	1%[57.1 µM]	-9%	9%	-1%	-14%	1%	-18%	1%
COc1cc2c3nnc(-c4ccccc4)c-3cn(Cc3ccc(F)cc3)c2cc1OC	3.1%	19%[57.1 µM]	20%[57.1 µM]	?	-12%	?	?	-20%	?
Cc1ccc(-c2nc(CN(Cc3cnn(C)c3)C(C)C)c(C)o2)o1	-1.8%	1%	15%	8%	9%	?	-12%	-13%	-6%
C/C(Cc1ccccc1)=N\NC(=O)CNC(=O)COc1cccc(C)c1	0.5%	30%	4%	0%	27%	0%	2%	-6%	5%
Cc1csc(NC(=O)c2cccs2)n1	0.2%	7%	0%	-15%	-4%	4%	1%	-16%	4%
CCc1ccc(/C=C2\SC(=S)N(CCCC(=O)N3CCCC3)C2=O)cc1	.	.	.	-17%	.	-10%	-11%	?	-14%

# An excerpt from above in order of formula weight, descending:
Structure	RXFP1 agonist	rTrxR1 inhibitor	TrxR1 substrate	ALOX12 inh	RGS4 inh	Vif-APOBEC3F blk	Vif-APOBEC3G blk	USP1 inh	mIDH1 inhibitor
COc1ccc(N2CCN(C(=O)CSc3nnc(Cn4nnc5ccccc54)n3C)CC2)cc1	2.1%	5%	10%	21%	-5%	-4%	0%	-3%	0%
CC(=NNC(=O)c1ccncc1)c1ccc(Cl)cc1Cl	.	10%[57.1 µM]	8%[57.1 µM]	-13%	13%	5%	0%	-11%	-7%
Cc1csc(NC(=O)c2cccs2)n1	0.2%	7%	0%	-15%	-4%	4%	1%	-16%	4%

# Further results follow.
Structure	RXFP1 agonist	rTrxR1 inhibitor	TrxR1 substrate	ALOX12 inh	RGS4 inh	Vif-APOBEC3F blk	Vif-APOBEC3G blk	USP1 inh	mIDH1 inhibitor
CCOc1cc(S(=O)(=O)Nc2ccncc2)ccc1F	0.8%	0%	-6%	?	10%	-2%	0%	-22%	2%
CCOc1cc(-c2ccccc2)nc(N)n1	-0.6%	12%[57.1 µM]	22%[57.1 µM]	1%	-16%	-3%	-7%	-7%	6%
Cn1c(Cn2c(=O)sc3ccccc32)nnc1SCC(=O)Nc1ccc2c(c1)OCO2	.	6%[57.1 µM]	-6%[57.1 µM]	351%[activator]	-8%	-1%	0%	-14%	19%
CCCN1CCC(NC(=O)CC2C(=O)NCCN2Cc2cccc(OC)c2)CC1 (stereo not drawn)	0.8%	20%	2%	1%	6%	1%	-7%	-14%	-12%
CC(=O)c1ccc(NC(=O)CSc2nc(C3CC3)nc3ccccc23)cc1	5.3%	2%[57.1 µM]	-5%[57.1 µM]	-3%	-5%	2%	-5%	-5%	-14%
Cc1ccc(NC(=O)c2oc3ccc(S(=O)(=O)N4CCC5(CC4)OCCO5)cc3c2C)cc1Cl	4.1%	4%[57.1 µM]	-4%[57.1 µM]	-17%	-14%	0%	-1%	-19%	-8%
Cc1cc(NC(=O)CSc2nc(Cc3ccccc3)c(C)[nH]2)no1	-4.1%	-27%	4%[0.457 µM]	-19%	-14%	2%	0%	-24%	4%
CCCc1c(C(=O)N/N=C/C(C)=C/c2ccccc2)nnn1-c1nonc1N	0.5%	17%	-1%	12%	3%	2%	2%	-14%	0%
CCOC(=O)/C(=N\Nc1ccc(Br)cc1)N1CCN(c2ccccc2OC)CC1	-1.1%	18%[57.1 µM]	-5%[57.1 µM]	-23%	-17%	6%	-8%	-10%	2%
O=C(CSc1nccn1Cc1ccco1)Nc1ccccc1F	0.1%	11%	-1%	483%[activator]	-7%	6%	1%	-21%	2%
CCc1ccc2oc(C(=O)Nc3cc(C)ccc3C)cc(=O)c2c1	0.1%	2%	-1%	-11%	4%	-1%	-1%	-6%	-1%
COc1ccc2[nH]c3c(c2c1)CCN1C(=O)N([C@@H](C)C(=O)NC2CCN(Cc4ccccc4)CC2)C(=O)[C@]31C	1.5%	-9%	1%	-15%	-1%	-6%	1%	-27%	0%
CN(C)S(=O)(=O)c1ccc(=S)[nH]c1	-0.5%	?	-1%	?	-7%	15%	2%	-3%	5%
CC(=NCc1ccccc1)c1ccc(O)cc1O	.	.	.	1%	.	-6%	-1%	?	-8%
COc1ccc(NC(=O)C2C3C=CC4(O3)C2C(=O)N(CCN2CCCCC2)C4C(=O)NC2CCCCC2)cc1 (stereo not drawn)	-0.4%	15%[57.1 µM]	8%[57.1 µM]	0%	10%	13%	1%	-2%	1%
COc1cc(OC)cc(-c2c(C#Cc3ccsc3)c3cc(-c4ccc(OC)c(F)c4)ccc3n2C)c1	.	22%[57.1 µM]	21%[57.1 µM]	?	1%	-9%	-7%	-23%	13%
Cc1nn(Cc2ccc(Cl)cc2)c(C)c1NC(=O)/C=C/c1cnn(C)c1	5.7%	-20%	-14%	24%	3%	-25%	-11%	-9%	3%
O=C(COc1ccc(/C=N/NS(=O)(=O)c2ccccc2)cc1)Nc1ccc(F)cc1	2.3%	-1%	-5%	390%[activator]	15%	2%	-8%	-12%	0%
Cc1nc(CSc2ccc(Cl)cc2)cc(N2CC(C)OC(C)C2)n1 (stereo not drawn)	-0.2%	14%	2%	-3%	1%	-1%	1%	-5%	6%
O=C(CCC(=O)NNC(=O)c1ccc(Cl)cc1Cl)NCc1ccccc1	-0.5%	26%	0%	20%	-2%	-16%	1%	-9%	-15%
N#Cc1ccccc1S(=O)(=O)N1CCCC(c2nc3c(nnn3Cc3cccc(Cl)c3)c(=O)[nH]2)C1 (stereo not drawn)	0.9%	23%	-1%	-8%	13%	-2%	-16%	-11%	6%
CC1(C)C(=O)Nc2ccccc2N1C(=O)COC(=O)c1cccnc1	-1.3%	1%	-3%	105%[activator]	-7%	0%	1%	-9%	3%
CN1CCc2c(sc3nc(SCC(N)=O)n(-c4ccc(Cl)cc4)c(=O)c23)C1	3.2%	-11%	19%	?	-22%	?	-7%	3%	-4%
Cc1ccc(N(CC(O)CN2CCCC2)S(=O)(=O)c2ccc(C)cc2)cc1 (stereo not drawn)	1.9%	2%[11.4 µM]	4%[11.4 µM]	4%&19%	-15%	-11%	1%	-2%	3%
Cc1cc(=O)oc2c3c(cc(OCC(=O)Nc4cccnc4)c12)OC(C)(C)CC3	17%	75%[activator]	70%[activator]	1%	-3%	-6%	-2%	-19%	-5%
Cc1nc(NC(=O)CSc2nccn2C)sc1C(=O)N(C)C	2.1%	-13%	-11%	18µM*	4%	7%	0%	3%	4%
C[C@H](CO)NC(=O)[C@H](C)[C@H]1C[C@]1(C)[C@H](NC(=O)OCc1ccccc1)c1ccccc1	0.7%	2%	-5%	11%	3%	1%	-2%	-26%	2%
COCCNc1nc(SCc2ccccc2)nc2sc3c(c12)CCC3	2.8%	6%	1%	-6%	-36%	0%	0%	-23%	6%
CCOc1ccc(CNCCCSc2ncccn2)cc1	1.1%	-2%	-2%	2%	5%	1%	0%	-19%	5%
